Source: PubChem BioAssay (several laboratories)
CSM14.1 death rescue: protection against thapsigargin-triggered cell killing – 384-well, CSM14.1, ATP luminescence, primary screen (AID 1222). cellular ATP content (survival), % at 20 µM; hits with a dose series show EC50 in µM. CSM14.1 thapsigargin-induced death rescue, ATP luminescence; higher % means a stronger effect. 190,000 tested, under 10 active;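 active means EC50 below 50 µM in the dose-response confirmation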;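 further: death triggered by thapsigargin at about 15 µM added after 2 h compound pretreatment; cell ATP read after overnight thapsigargin exposure of roughly 18 to 22 hours; normalized against plate controls of thapsigargin alone and 5% DMSO vehicle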
T cell HTS: modulates CD8 T cell binding to vesicles; AID 2052; calls only at 7 µM; 2C CD8+ T cell-vesicle binding, flow cytometry; active compounds read low; hit rate 0.068% among 330,000;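 active means response, share of CD8 T cells binding vesicles, and their 90th percentile fluorescence all below set limits, cut at about 80% in these data, passing the limit was not always enough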
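Material: 2C TCR transgenic mouse naive CD8+ T cells, MACS-purified. Also added: QL9-charged Drosophila Ld/ICAM-1/B7-1 vesicles. Timing: binding 1.5 h at 37 °C. Measured by: high-throughput flow cytometry with anti-B7-1 and anti-CD8 staining. Read-out: percent CD8+ FL2 mean versus row control. Controls: Unloaded micro-vesicles (low), QL9 vesicles with 0.7% DMSO (high).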
PhoP inhibition: inhibitors of PhoP regulon expression, primary screen, Salmonella Typhimurium, GFP reporter (AID 1863). S. Typhimurium PhoP-regulated promoter GFP reporter, 4 h; higher % means a stronger effect. inhibition, % at 50 µM, or IC50 in µM where a hit was titrated. hit rate 0.16% among 300,000;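 active means inhibition over 29.93%, a cutoff 3 SD above the screen mean, later confirmed by dose response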;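 further: 0% = low Mg2+ inducing control and 100% = high Mg2+ repressing control; strong numbers were not always called active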
MT stabilize HCS: microtubule stabilization, imaging screen | % tubulin-high responders, % at 10 µM | HeLa tubulin immunostaining HCS, 24 h; share of cells brighter than vehicle mean+2SD | hit rate 0.83% among 200,000;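 active means plate Z-score above 3 for both tubulin-high and condensed-nucleus cell shares, with cell loss under 80%, at 10 µM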;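 further: anti alpha tubulin signal scored within the nucleus-defined area of each cell; some results filed as inactive read as strong as hits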
Autophagy mod: modulators of autophagy | MEF GFP-LC3 puncta imaging; test concentration mostly 10 µM | calls only at 10 µM (by protocol) | hit rate 0.98% among 190,000 | AID 463193;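 active means percentage of spot-positive cells more than 3 SD above its plate mean, without a fluorescence outlier flag or 80% toxicity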;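 further: spot-positive cell cutoff set from DMSO-treated cells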
Lipid droplet: hepatic lipid droplet formation modulation; AML12 mouse hepatocytes, oleate lipid droplets, BODIPY imaging; inhibition, % at 6.5 µM; hit rate 0.4% among 240,000;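 active means lipid droplet intensity inhibited by at least 50%, with more than 500 cells counted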
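Test system: AML12 mouse liver cells; schedule: overnight exposure; technique: high-content imaging of BODIPY-stained droplets and DAPI nuclei; read-out: % inhibition of corrected integrated BODIPY droplet signal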
Insulin prom up: MIN6 insulin promoter up-regulation | hit rate 0.3% among 190,000 | AID 1625 | MIN6 insulin promoter-GFP reporter, high-content imaging; active compounds read high | z-score at 5 µM;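 active means z-score above 3 at 5 µM with at least 500 cells counted in the well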
Dynein cargo inh: dynein cargo transport inhibition; z-score, hits read low; hit rate 0.47% among 220,000; AID 1381; 3617.4 mouse cells, GR-EGFP nuclear translocation imaging; test concentration mostly 20 µM; stimulated with dexamethasone, 1 µM; active compounds read low;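 active means plate z-score of nuclear minus cytoplasmic receptor signal below a set negative limit, without overly bright fluorescence or cell loss, cut at about -3.5 in these data, passing the limit was not always enough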;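 further: z-score of nuclear minus cytoplasmic ring GR-EGFP intensity difference per well; some compounds called inactive have numbers as strong as hits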
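Also added: dexamethasone, 1.0 µM final. Medium: tet-free, stripped-serum medium. Detection: fixed, Hoechst-stained cells imaged at 10x for EGFP. Read-out: nuclear-to-cytoplasmic GR-EGFP distribution per well. Times: induction 48 h, compound 1 h, agonist 30 min.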
bCat nuc transl: alters nuclear translocation of beta-catenin in HeLa cells. hit rate 0.3% among 190,000. AID 1665. immunofluorescence imaging. nuclear translocation activity, % at 5 µM;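 active means nuclear translocation activity above 50% at 5 µM, with a well cell count of 50 or more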;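 further: per-cell ratio of nuclear to cytoplasmic median beta-catenin stain intensity; plate controls were DMSO negative control for no effect and GSK-3 inhibitor IX positive control for full effect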
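Test system: HeLa cells, endogenous beta-catenin; Compound: single 5 µM dose plus 0.02–20 µM confirmation series; Times: compound exposure 24 h at 37°C; Signal: fluorescence imaging of beta-catenin antibody stain plus DAPI; Read-out: % activation, nuclear-to-cytoplasmic median beta-catenin signal ratio per cell.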
Dynein cargo inh cytoplasmic EGFP: also measured in Dynein cargo inh; calls as there; z-score; measured here: cytoplasmic GR-EGFP intensity; active compounds read high
Dynein cargo inh nuclear GR-EGFP: second read-out of Dynein cargo inh, no call of its own (marks repeat the call); z-score; measured here: nuclear GR-EGFP intensity;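 lower value marks the stronger effect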
Dynein cargo inh cell count: also measured in Dynein cargo inh; calls as there; z-score; measured here: cell count per field
Insulin prom up cell count: recorded beside Insulin prom up, whose call it bears; cell count; measured here: cytotoxicity, nuclei count;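 total cells summed across four imaged fields per well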
Lipid droplet cells 6.5 µM: recorded beside Lipid droplet, whose call it bears; cell count; measured here: cell count, cytotoxicity flag;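 cells counted across two imaged fields per well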
bCat nuc transl cell count 5 µM: also measured in bCat nuc transl; calls as there; cell count; measured here: cell count, cytotoxicity flag
T cell HTS vesicle-bound %: second read-out of T cell HTS, no call of its own (marks repeat the call); double positive events, %; measured here: CD8+ vesicle-bound cell fraction;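 binding gate set so that unloaded-vesicle control wells show 10% double positive cells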
MT stabilize HCS Hoechst-high %: recorded beside MT stabilize HCS, whose call it bears; % Hoechst-high responders; measured here: nuclear condensation Hoechst responders;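 share of cells brighter than vehicle mean plus two SD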
MT stabilize HCS cytotoxicity %: second read-out of MT stabilize HCS, no call of its own (marks repeat the call); toxicity, %; measured here: cytotoxicity by cell density;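 0% = mean cell density of plate MIN control wells and 100% = no cells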
Autophagy mod cell loss 18 h: also measured in Autophagy mod; calls as there; toxicity, %; measured here: cell loss, nuclei count;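 cell loss after 18 h compound exposure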
Numbers without * were called inactive; i = inactive; / = no result given; & = joins results of further samples. Rows were taken by chance. Share with any hit: about 3%.

SMILES	CSM14.1 death rescue	T cell HTS	T cell HTS vesicle-bound %	PhoP inhibition	MT stabilize HCS	MT stabilize HCS Hoechst-high %	MT stabilize HCS cytotoxicity %	Autophagy mod	Autophagy mod cell loss 18 h	Lipid droplet	Lipid droplet cells 6.5 µM	Insulin prom up	Insulin prom up cell count	Dynein cargo inh	Dynein cargo inh cytoplasmic EGFP	Dynein cargo inh nuclear GR-EGFP	Dynein cargo inh cell count	bCat nuc transl	bCat nuc transl cell count 5 µM
Cc1nn(-c2cccc(Cl)c2)c(Cl)c1/C=N/NC(=O)c1cccnc1	0.8%	i	49	-18%	1.4	2.1	8.5	i	-11	2	589	-0.05	1251	-0.65	-0.24	-0.059	-0.2	2.2	894
CCOC(=O)c1c(NC(=O)C2C3C=CC(C3)C2C(=O)O)sc2c1CCC(C)C2 (stereo unspecified)	-0.3%	i	20	7%	2.3	2.1	5.8	i	17	-7	635	-0.3	1216	0.25	-0.14	-0.14	-1	-3.6	643
C/C(CCC(=O)OC[C@H]1O[C@H](C#Cc2ccccc2)C=C[C@@H]1Oc1ccc(C)cc1)=N\OC[C@@H](O)[C@H]1O[C@@H]2OC(C)(C)O[C@@H]2[C@H]1O	-0.7%	i	18	6%	2.7	2.5	9.3	i	33	-6	677	-0.61	1102	-1.8	0.076	-0.51	0.14	/	/
O=[N+]([O-])c1ccc(S(=O)(=O)N(CCCN2CCOCC2)Cc2cccs2)cc1	-0.8%	i	42	2%	6.2	2.4	6.9	i	12	14	712	-1.1	1249	-0.79	-0.21	0.27	1.1	0.2	1094
Cc1cccc(NC(=S)N(CCc2nc3cc(C)c(C)cc3[nH]2)Cc2cccnc2)c1	0.1%	i	41	12%	2.2	1.6	8.5	i	25	/	/	0.19	1550	-0.51	-0.2	-0.45	0.039	0.2	1343
O=C(CCn1c(=S)oc2ccccc21)NC1CCCCCCC1	/	i	37	-4%	/	/	/	/	/	-3	708	0.71	1046	-0.14	-0.3	0.36	0.7	1.0	1310
O=C(C1=C(Nc2ccccc2)c2ccccc2S(=O)(=O)N1)c1ccccc1	-0.9%	i	46	4%	2.7	3.1	6.1	i	3	3	674	0.51	1060	-0.64	0.5	0.081	0.42	-3.7	470
CCCCN1C=CC(=C2N=c3cccc([N+](=O)[O-])c3=N2)C=C1	-1.8%	i	41	20%	2.6	3.6	6.3	i	-10	5	488	/	/	0.85	-0.27	0.16	-0.51	-0.4	907
O=C(c1c[nH]c2ccc(S(=O)(=O)N3CCOCC3)cc2c1=O)N1CCCC1	-1.2%	i	33	8%	2.2	2.4	7.7	i	2	/	/	-0.57	1597	-0.8	-0.18	-0.11	0.48	-1.7	1347
COc1ccc([N+](=O)[O-])cc1NC(=O)c1cccs1	-0.3%	i	47	2%	1.9	1.4	7.9	i	3	5	727	/	/	0.54	-0.33	0.17	-0.52	1.3	1056
CCOc1cc(/C=N/NC(=O)CNc2cccc(C)c2)ccc1OC(=O)c1ccccc1	-0.1%	i	48	-9%	3.0	1.5	5.2	i	4	/	/	-0.11	1595	-0.39	-0.15	-1	-0.11	0.7	1287
CC1CC(C)CN(CCCNC(=O)Cn2ncc3c(=O)oc4ccccc4c32)C1 (stereo unspecified)	-0.1%	i	27	-3%	5.3	3.4	9.5	i	6	/	/	0.14	795	-0.29	-0.26	0.027	0.69	/	/
C1CN(c2nc(N3CCOCC3)nc(N3CCOCC3)n2)CCO1	/	i	21	-10%	/	/	/	/	/	10	737	-0.06	1399	0.15	-0.089	-0.0025	-0.19	0.7	1223
Cc1onc(-c2ccccc2Cl)c1C(N)=O	0.1%	i	45	3%	3.6	2.4	9.5	i	-35	/	/	-0.03	1460	-0.54	-0.18	-0.31	0.043	-3.6	1021
CC1=CCC(Cc2nc3ccccc3o2)C1(C)C (stereo unspecified)	-3.4%	i	45	2%	2.4	1.4	3.3	i	-6	-27	739	0.75	1203	0.46	-0.19	0.2	-0.44	/	/
O=C(Nc1cccc(Cl)c1Cl)C1CCN(c2ncccn2)CC1	1.0%	i	12	-13%	2.3	1.5	2.1	i	-1	-4	735	/	/	0.019	-0.22	-0.034	-0.13	-2.1	1168
CC(C)N1CCC(N2CCN(Cc3ccc4nsnc4c3)CC2CCO)CC1 (stereo unspecified)	-1.0%	i	13	-15%	2.9	1.4	8.1	i	13	1	658	0.18	1335	-0.46	-0.27	-0.26	1	-1.1	1080
NC(=O)C(=O)N/N=C/c1c[nH]c2ccc(Br)cc12	-0.5%	i	35	-8%	3.1	2.6	6.7	i	29	32	709	0.36	1284	2.6	0.032	2.5	-2.4	0.2	1065
O=C(CSc1nc(-c2ccco2)cc(C(F)(F)F)n1)N1CCCc2ccccc21	-0.9%	i	4	8%	1.4	2.8	9.0	i	4	4	769	-0.67	911	0.47	-0.22	0.5	-0.64	-1.5	1166
Cn1nnc2cc(C(=O)NC(C)(C)C)ccc21	1.1%	i	13	-5%	3.9	2.0	5.6	i	-10	/	/	0.29	1179	0.072	0.056	0.31	-0.69	-1.8	1030
Nc1nnn(CC(=O)N/N=C/c2cn[nH]c2-c2ccccc2)n1	/	i	26	/	/	/	/	/	/	8	706	0.09	1085	0.62	0.14	0.9	-0.51	-0.9	1272
CC(=O)NCCC(=O)N1CCCC(CNC(=O)c2ccc(-c3ccccc3)cc2)C1 (stereo unspecified)	0.2%	i	43	-2%	1.1	1.9	6.5	i	6	0	636	/	/	-0.52	0.099	0.057	0.47	-0.3	1502
COc1ccc(N2CCN(C(CNC(=O)C(=O)NCCC3=CCCCC3)c3ccco3)CC2)cc1 (stereo unspecified)	-0.2%	i	3	-11%	1.7	1.8	3.8	i	2	1	628	0	1298	-0.78	-0.26	-0.62	0.36	-2.6	1106
O=C(Nc1cnccn1)C1c2ccccc2Oc2ccccc21	-2.2%	i	50	-5%	2.5	1.2	4.9	i	7	6	725	/	/	0.054	-0.25	-0.34	1.3	/	/
O=C(O)c1ccc(CNC(=O)c2ccccc2NC(=O)c2ccc([N+](=O)[O-])cc2)cc1	0.7%	i	28	3%	1.9	2.6	0.7	i	4	16	695	-0.05	1259	-0.41	-0.22	-0.063	-0.53	-0.7	1040
CCOC(=O)N1CCN(CCC(=O)Nc2ccc(OC(F)(F)F)cc2)CC1	-3.5%	i	13	0%	1.9	1.8	4.6	i	-2	-9	740	-2.1	1318	0.62	-0.11	0.83	0.5	0.6	596
COc1ccc(NC(=O)c2ccc(-c3ccccc3)cc2)cc1S(=O)(=O)N1CCOCC1	0.8%	i	39	-2%	2.0	3.1	3.7	i	-1	0	675	0.34	1229	-1.7	1.2	-0.93	0.05	0.2	1065
N#C/C(=C(/O)c1ccco1)c1nc2ccccc2s1	-3.4%	i	32&33	-9%&-5%	2.4	1.6	3.3	i	-25	-5	650	-0.58&0.66	1363&1463	-0.044&0.1	-0.26&-0.21	0.01&0.58	0.92&0.56	-1.6&-3.4	1352&1459
Cc1cccc(-c2nc(CS(=O)CC(=O)N3CCN(C)CC3)c(C)o2)c1 (stereo unspecified)	1.0%	i	36	-10%	1.4	4.3	8.3	i	-2	/	/	-0.64	863	-0.31	-0.071	0.038	0.4	/	/

A second format for 5 compounds above:
SMILES | CSM14.1 death rescue | T cell HTS | T cell HTS vesicle-bound % | PhoP inhibition | MT stabilize HCS | MT stabilize HCS Hoechst-high % | MT stabilize HCS cytotoxicity % | Autophagy mod | Autophagy mod cell loss 18 h | Lipid droplet | Lipid droplet cells 6.5 µM | Insulin prom up | Insulin prom up cell count | Dynein cargo inh | Dynein cargo inh cytoplasmic EGFP | Dynein cargo inh nuclear GR-EGFP | Dynein cargo inh cell count | bCat nuc transl | bCat nuc transl cell count 5 µM
O=C(Nc1cnccn1)C1c2ccccc2Oc2ccccc21 | -2.2% | i | 50 | -5% | 2.5 | 1.2 | 4.9 | i | 7 | 6 | 725 | / | / | 0.054 | -0.25 | -0.34 | 1.3 | / | /
O=C(O)c1ccc(CNC(=O)c2ccccc2NC(=O)c2ccc([N+](=O)[O-])cc2)cc1 | 0.7% | i | 28 | 3% | 1.9 | 2.6 | 0.7 | i | 4 | 16 | 695 | -0.05 | 1259 | -0.41 | -0.22 | -0.063 | -0.53 | -0.7 | 1040
CCOC(=O)N1CCN(CCC(=O)Nc2ccc(OC(F)(F)F)cc2)CC1 | -3.5% | i | 13 | 0% | 1.9 | 1.8 | 4.6 | i | -2 | -9 | 740 | -2.1 | 1318 | 0.62 | -0.11 | 0.83 | 0.5 | 0.6 | 596
COc1ccc(NC(=O)c2ccc(-c3ccccc3)cc2)cc1S(=O)(=O)N1CCOCC1 | 0.8% | i | 39 | -2% | 2.0 | 3.1 | 3.7 | i | -1 | 0 | 675 | 0.34 | 1229 | -1.7 | 1.2 | -0.93 | 0.05 | 0.2 | 1065
N#C/C(=C(/O)c1ccco1)c1nc2ccccc2s1 | -3.4% | i | 32&33 | -9%&-5% | 2.4 | 1.6 | 3.3 | i | -25 | -5 | 650 | -0.58&0.66 | 1363&1463 | -0.044&0.1 | -0.26&-0.21 | 0.01&0.58 | 0.92&0.56 | -1.6&-3.4 | 1352&1459
